NR3A LBD binder: modulators (binders) of human NR3A ligand-binding domain | NR3A LBD differential scanning fluorimetry, Tm shift; 0% = protein alone, 100% = glycine-bound protein | Tm shift relative to glycine control, % at 25 µM | 340,000 compounds, 2.5% hits;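 active = melting temperature shift of at least 10% of the positive control shift, at one fixed dose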
SENP6 inh: inhibitors of human SENP6 protease | Recombinant SENP6 catalytic domain, aminoluciferin luminescence | inhibition, % at 10 µM | 330,000 compounds, 1.8% hits;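 active = inhibition above about 50% at the single tested dose, limit read from the data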;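 note: plate controls were DMSO wells with enzyme for no effect and DMSO wells lacking enzyme for full effect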
Target sequence (Q9GZR1 628-1112 limits assumed): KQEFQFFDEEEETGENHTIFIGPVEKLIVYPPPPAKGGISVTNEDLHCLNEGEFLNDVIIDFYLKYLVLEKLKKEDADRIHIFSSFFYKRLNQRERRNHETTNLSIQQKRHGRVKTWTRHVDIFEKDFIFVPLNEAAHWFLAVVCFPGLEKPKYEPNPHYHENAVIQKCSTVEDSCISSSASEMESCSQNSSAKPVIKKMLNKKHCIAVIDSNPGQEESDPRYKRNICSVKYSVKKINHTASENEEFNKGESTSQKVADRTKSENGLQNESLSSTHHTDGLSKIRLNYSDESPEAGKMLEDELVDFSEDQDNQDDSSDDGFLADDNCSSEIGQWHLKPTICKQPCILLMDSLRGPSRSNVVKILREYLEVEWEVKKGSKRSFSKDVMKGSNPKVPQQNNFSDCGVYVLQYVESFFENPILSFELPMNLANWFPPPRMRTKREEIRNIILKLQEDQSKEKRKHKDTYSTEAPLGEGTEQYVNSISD
hIAP act: increases human intestinal alkaline phosphatase activity; P09923; purified human IAP, CDP-Star luminescence, 30 min; hits give high values; 1 = vehicle-only enzyme, 0 = enzyme-free background; 330,000 compounds, 0.16% hits; activation factor at 10 µM;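 active = activation factor of the enzyme at least 2-fold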; note: the source names both 10 and 20 µM as test concentration; values of inactives mirror those of a sister screen read the other way
Target sequence (P09923 whole entry, looked up): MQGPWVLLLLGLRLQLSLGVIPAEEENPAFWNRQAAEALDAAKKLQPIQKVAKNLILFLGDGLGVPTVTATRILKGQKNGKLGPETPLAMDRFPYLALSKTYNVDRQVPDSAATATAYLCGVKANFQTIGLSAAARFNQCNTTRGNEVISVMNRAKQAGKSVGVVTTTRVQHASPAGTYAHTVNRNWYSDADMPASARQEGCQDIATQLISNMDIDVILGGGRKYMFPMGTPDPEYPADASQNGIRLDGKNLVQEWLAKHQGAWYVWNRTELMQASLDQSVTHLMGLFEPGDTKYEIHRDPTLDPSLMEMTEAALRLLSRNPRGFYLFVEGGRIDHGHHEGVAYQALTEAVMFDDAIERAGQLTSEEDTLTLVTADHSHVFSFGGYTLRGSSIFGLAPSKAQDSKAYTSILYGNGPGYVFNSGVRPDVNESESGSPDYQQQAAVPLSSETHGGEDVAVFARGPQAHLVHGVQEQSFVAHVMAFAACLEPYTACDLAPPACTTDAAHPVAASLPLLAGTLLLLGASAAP
SENP8 block: blocks human SENP8 cleavage of Nedd8 substrate. recombinant SENP8, Nedd8 substrate fluorescence. inhibition, % at 20 µM. AID 602440. 360,000 compounds, 0.64% hits. Q96LD8; in the data active = inhibition mostly above about 40%, no sharp cut-off; inactive = mostly below about 27%
PfGluPho inh: PfG6PD (Plasmodium falciparum) enzyme inhibition | PfGluPho enzyme, NADPH resazurin-diaphorase fluorescence | inhibition, % at 20 µM | 350,000 compounds, 0.78% hits | AID 504690;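 active = inhibition reaching at least a set limit at 20 µM in the primary screen, cut at about 59% in these data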;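 note: 0% = DMSO wells with substrate and 100% = DMSO wells lacking glucose-6-phosphate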
SENP1 FRET inh: inhibitors of human SENP1 SUMO protease catalytic domain | Q9P0U3 | recombinant SENP1 catalytic domain, CyPet-SUMO1-YPet FRET cleavage | inhibition, % at 10 µM | 360,000 compounds, 0.21% hits | AID 624204;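 active = inhibition at least 30% at 10 µM, raw YFP signal under a set limit, fluorescence ratio 0.5 to 1.5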;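 note: 0% = enzyme with DMSO and 100% = no enzyme wells; some results filed as inactive read as strong as hits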
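Test system: human SENP1 catalytic domain; medium: Tris pH 8 buffer plus EDTA, NaCl, BME, BSA, NP40, catalase; incubation: 50 min reaction at room temperature; technique: FRET, CFP and YFP emission; controls: no-enzyme low control and enzyme-plus-DMSO high control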
MPTP inh: inhibitors of mitochondrial permeability transition pore; 360,000 compounds, 1.4% hits; inhibition, % at 10 µM; AID 602449; isolated mouse mitochondria, Ca2+ swelling absorbance, 30 min;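 active = inhibition of 50% or more, scaled per plate between neutral and stimulator controls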;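 note: 0% = DMSO wells given calcium and 100% = 1 mM EGTA wells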
ATG4B inh: blocks human ATG4B protease cleavage of LC3 substrate. 340,000 compounds, 0.51% hits. ATG4B cleavage of LC3-PLA2, NBD-HPC fluorescence, 1 h. inhibition, % at 8.33 µM; in the data active = inhibition above about 40%
* = called active by the depositor; i = inactive; x = not tested or not shown.

SMILES	NR3A LBD binder	SENP6 inh	hIAP act	SENP8 block	PfGluPho inh	SENP1 FRET inh	MPTP inh	ATG4B inh
COC(=O)Cc1cc(=O)n2[nH]c(C)c(-c3ccccc3)c2n1	-0.2	7.9	0.937	i	8.7	1.6	-5.6	-2.2
CC(=O)Nc1ccc(OCCCNC(=O)c2c(-c3ccccc3)noc2C)cc1	-0.9	-5.2	0.909	19.4	-8.5	1.5	8.7	-2.6
COCCCNC(=O)CNC(=S)N(Cc1ccc(F)cc1)C1CCCCC1	0.4	0.9	0.879	9.5	-5.5	0.3	-1.2	-0.2
Cc1ccc(SCCOCCN2CCc3ccccc3C2)cc1	0.1	2.2	1.18	13.9	-2.0	0.0	-1.8	2.9
O=C(Nc1cccc(Cl)c1)c1ccc(=O)[nH]n1	0.7	7.3	0.972	7.4	5.0	-0.1	0.1	-3.4
O=C(c1ccco1)N1CCN(Cc2cccc(C(F)(F)F)c2)CC1	0.7	-7.6	1.11	5.9	0.4	-2.8	-2.0	-1.3
CCc1ccc(N2C(=O)C3CCCN3C2=S)cc1 (configuration not stated)	-0.4	12.9	0.936	12.7	0.0	0.8	0.4	8.9
O=C(COC(=O)c1ccc(Br)o1)NCc1ccc(Cl)cc1	1.8	12.2	1.09	-2.1	10.5	-0.5	-1.3	-2.6
COc1cccc(/C=N/NC(=O)C(=O)NCc2cccnc2)c1OC	0.6	-17.1	1.06	8.4	-6.5	2.0	-2.3	-4.2
CC1=C(C(=O)OC(C)C)C(/C=C/c2ccccc2)NC(=O)N1 (configuration not stated)	-0.7	-19.5	0.986	20.6	-6.5	-0.7	0.0	-7.6

Profiles as entered above:
`COc1cccc(/C=N/NC(=O)C(=O)NCc2cccnc2)c1OC` reads NR3A LBD binder = 0.6; SENP6 inh = -17.1; hIAP act = 1.06; SENP8 block = 8.4; PfGluPho inh = -6.5; SENP1 FRET inh = 2.0; MPTP inh = -2.3; ATG4B inh = -4.2
`CC(=O)Nc1ccc(OCCCNC(=O)c2c(-c3ccccc3)noc2C)cc1` reads NR3A LBD binder = -0.9; SENP6 inh = -5.2; hIAP act = 0.909; SENP8 block = 19.4; PfGluPho inh = -8.5; SENP1 FRET inh = 1.5; MPTP inh = 8.7; ATG4B inh = -2.6

Other results follow.
SMILES	NR3A LBD binder	SENP6 inh	hIAP act	SENP8 block	PfGluPho inh	SENP1 FRET inh	MPTP inh	ATG4B inh
CCc1ccc(OCC(=O)N(CC)CC)cc1	0.3	0.4	0.987	-0.6	9.7	-0.7	0.1	-0.8
Cc1ccc(/C(N)=N/OC(=O)c2ccc(Cl)cc2Cl)cc1	-2.0	79.0*	0.873	4.9	23.1	2.1	1.5	14.2
O=C(N/N=C/c1ccc(OCC(=O)N2CCCC2)cc1)C(=O)NC1CC1	-2.0	-1.5	1.07	4.8	-12.5	1.5	-0.6	-10.0
O=C(COc1ccc(Cl)cc1Cl)NCc1ccncc1	-1.1	-26.0	1.15	6.2	-0.1	1.2	-0.1	-8.1
CN(C)C(=O)c1ccc(Nc2ncnc3sc4c(c23)CCCCC4)cc1	-0.6	-32.4	0.998	-127.1	0.5	-8.7	0.2	-11.0
CC1CCN(C2=C(NS(=O)(=O)c3ccccc3)C(=O)c3ccccc3C2=O)CC1	1.1	48.8	1.05	33.0	10.5	-1.0	4.3	45.8*
CCN1CCN(C(c2cc3cccc(C)c3[nH]c2=O)c2nnnn2Cc2ccccc2)CC1 (configuration not stated)	0.3	0.3	0.97	-99.7	-9.7	-17.5	-1.4	-7.0
O=C(COC(=O)CCNS(=O)(=O)c1ccccc1)NNC(=O)c1ccccc1	-1.7	-7.3	1.07	7.6	-21.2	1.6	-2.1	-3.3
Cc1cc(-n2cnnn2)ccc1C(C)C	0.4	-4.7	0.956	2.8	0.9	0.0	1.3	-2.1
COCCSc1ccccc1C(=O)N1CCc2ccccc21	-5.2	-11.3	1.16	12.9	16.7	0.7	0.8	4.7
COCCCNC(=O)C1=CCN(S(=O)(=O)c2ccc(OC)cc2)CC1	-2.2	-6.9	1.03	3.1	-2.0	2.9	0.2	2.7
CCc1cccc2c(C(=O)COC(=O)c3ccc([N+](=O)[O-])s3)c[nH]c12	10.5*	12.9	0.91	19.4	20.9	0.9	1.8	-35.5
CC(=O)[C@@H]1[C@@H](C)N(Cc2ccccc2)C(=O)N[C@H]1c1ccccc1	-2.2	0.1	0.799	7.5	2.8	0.4	-1.2	-16.0
Cc1ccc(CNC(=O)CSc2nc3ccccc3c(=O)n2CCCO)cc1	1.1	-9.8	0.931	-3.0	22.6	-0.2	-0.2	-3.8
CC1(C)Cc2c(sc(NC(=O)C(=O)N3CCN(CCO)CC3)c2C(N)=O)CO1	-0.5	-1.1	1.12	-1.2	12.1	-8.9	0.1	2.1
CCOC(CCNC(=O)c1cn(CC(C)C)c(=O)c2c1c1ccccc1n2C)OCC	3.0	13.2	1.01	-279.7	12.6	-2.3	2.3	-2.6
COc1ccc(-c2cc3nc4ccccc4n3c(N)c2C#N)cc1	0.3	-19.1	1.14	-362.7	8.6	-98.0	6.2	0.7
Fc1ccc(NC(=S)Nc2cccc3ccccc23)cc1F	0.9	62.4*	1.07	-388.0	34.1	-8.1	81.3*	8.6
O=C(c1cnccn1)N(Cc1cccs1)C1(C(=O)NC2CCCCC2)CCCCC1	-2.2	6.1	0.977	9.0	-7.5	0.7	-0.4	-7.2
N#CC1=C(N)NC(SCC(=O)O)=C(C#N)C12CCCC2	-0.9	-13.6	0.949	-28.5	-8.2	-12.5	-0.4	-4.7
COc1ccc(-c2c(NC(=O)c3ccco3)oc3ccc(Cl)cc3c2=O)cc1	1.2	-4.3	1.07	-71.5	-25.6	-11.3	0.9	2.2
O=C1NC(=Nc2ccccc2)SC1Cc1ccccc1 (configuration not stated)	-1.6	0.0	1.12	6.1	-17.3	-1.1	-1.4	5.8
COc1ccc(Nc2nc(N)nc(CN3CCN(c4ccc(F)cc4)CC3)n2)cc1	3.3	-7.8	0.992	12.5	15.7	-0.9	-0.3	-6.0
Cc1ccc(-n2c(C)n[nH]c2=S)cc1	1.0	x	x	-3.2	23.2	1.5	-1.8	37.7
O=C(CCC(=O)N/N=C/c1ccc(Br)o1)N/N=C/c1ccc(Br)o1	-0.2	13.0	1.12	14.7	-2.5	3.2	-0.6	-2.8
O=C(COC(=O)COc1ccc(Br)cc1)NCCC1=CCCCC1	12.2*	-29.2	0.99	16.4	-14.6	2.6	0.3	7.5
Cc1ccc(-c2nnn(CC(=O)N(CCO)C(C(=O)NC(C)(C)C)c3ccncc3)n2)cc1 (configuration not stated)	-2.5	8.5	0.918	-6.5	-3.3	-2.9	-0.9	3.8
O=C(CCCN1C(=O)c2ccccc2C1=O)NCCc1ccc(OC(F)F)cc1	8.0	-6.8	0.984	12.1	23.1	0.1	1.0	-6.2
COc1ccccc1N(CC(=O)NCC1CCCO1)C(=O)CCC(=O)Nc1cc(C)on1 (configuration not stated)	-1.5	-10.5	0.924	19.6	-4.9	0.5	0.3	-2.6
COC(=O)C[C@H]1c2ccccc2S(=O)(=O)N1c1cccc(OC)c1	0.5	-17.7	0.883	1.6	0.1	1.0	0.2	-2.9

3 entries out of the list above, ordered by the value under SENP6 inh, low to high.
canonical_smiles	NR3A LBD binder	SENP6 inh	hIAP act	PfGluPho inh	SENP1 FRET inh	MPTP inh	ATG4B inh
O=C(CCCN1C(=O)c2ccccc2C1=O)NCCc1ccc(OC(F)F)cc1	8.0	-6.8	0.984	23.1	0.1	1.0	-6.2
O=C1NC(=Nc2ccccc2)SC1Cc1ccccc1 (configuration not stated)	-1.6	0.0	1.12	-17.3	-1.1	-1.4	5.8
Cc1ccc(-c2nnn(CC(=O)N(CCO)C(C(=O)NC(C)(C)C)c3ccncc3)n2)cc1 (configuration not stated)	-2.5	8.5	0.918	-3.3	-2.9	-0.9	3.8

Remaining list, next part
SMILES	NR3A LBD binder	SENP6 inh	hIAP act	SENP8 block	PfGluPho inh	SENP1 FRET inh	MPTP inh	ATG4B inh
Cc1cccc(NC(=O)c2nc[nH]c2C(=O)Nc2ccccc2[N+](=O)[O-])c1	-0.3	-17.2	1.14	14.6	4.7	2.6	3.5	5.0
COc1ccc(S(=O)(=O)N2CCC(C(=O)N3CCOCC3)CC2)cc1Cl	-1.6	-13.7	1.19	9.6	0.1	3.0	0.2	5.7
COc1ccc(S(=O)(=O)N2CCOCC2)cc1NC(=O)CN1C(=O)CN(C)C1=O	1.2	0.3	1	6.5	-4.3	-1.5	-0.6	-16.1
COc1ccc(-c2noc(CCC(=O)Nc3cccnc3)n2)cc1OC	1.0	-4.4	1.02	12.6	-7.9	1.1	-0.5	5.7
O=C(Nc1cccc(Cl)c1)N1CCN(C2c3ccccc3-c3ccccc32)CC1	-0.7	-15.6	0.845	17.0	1.1	3.0	17.7	-0.1
CC1CCCN(CC(O)COc2ccc(S(=O)(=O)N3CCCC3)cc2[N+](=O)[O-])C1 (configuration not stated)	-0.3	7.7	0.757	31.3	-1.4	-0.8	0.4	-4.8
Cc1ccc(NS(=O)(=O)c2ccc3c(c2)CC(=O)N3)c(C)c1	-2.5	-2.4	0.867	-6.8	-10.4	0.6	33.7	-7.4
CC(C)C(=O)Nc1cc(S(=O)(=O)N2CCOCC2)ccc1N1CCCCC1	2.8	13.5	0.963	-0.4	60.8*	2.4	-1.0	-8.2
COc1ccc(C(=O)c2ccc(N3CCOCC3)cc2)c(OC)c1	-4.8	-15.3	0.965	-99.4	8.0	0.7	-1.1	-3.9
Cc1ccc(C(=O)Nc2c3c(nn2-c2ccccc2)CS(=O)(=O)C3)cc1C	2.5	-3.7	1.03	-4.8	19.4	2.7	-0.9	-1.6
CC(C)CC(=O)NC(=S)Nc1cc(C(F)(F)F)ccc1N1CCOCC1	-9.6	0.9	0.959	8.4	5.5	1.4	0.8	0.3
C=CCN1C(=O)C(CC(=O)Nc2ccccc2)SC1=Nc1ccc(S(N)(=O)=O)cc1 (configuration not stated)	0.1	-3.4	0.89	7.1	12.8	0.4	-0.8	1.4
COc1ccc(OC)c(NC(=O)c2ccc(N3C(=O)C4CC=C(C)CC4C3=O)cc2)c1 (configuration not stated)	-24.0	-7.0	1.07	18.6	10.1	-0.3	0.5	-7.7
O=c1[nH]c(SCc2cccc(Cl)c2)nc2c1CCCC2	-1.0	-14.2	0.961	8.8	-1.5	1.4	-1.6	18.4
C=CCSC1=N/C(=C/c2ccsc2)C(=O)N1c1ccccc1	-4.0	-15.4	1.15	-2.8	-4.2	2.1	0.7	-2.6
CSCCC(NC(=O)c1ccccc1Cl)C(=O)NCCOc1ccccc1 (configuration not stated)	0.8	8.3	1.1	9.7	-11.6	0.0	0.1	5.1
C=CCn1nc(C(=O)OCC)cc1-c1sc(NC(=O)c2ccccc2)nc1C	x	x	x	-66.4	7.6	0.6	-0.4	x
O=C(CNC(=O)c1ccco1)OCC(=O)c1ccccc1	0.3	-14.0	1.11	22.7	-11.7	1.4	0.8	5.6
CC(=O)c1c(C)nc(-c2ccccc2)n1O	-0.3	-2.6	1.29	20.7	0.9	0.3	-2.4	-4.4
CCOC(=O)N1CCC(NC(=O)CSCc2nc(-c3ccc(OCC)cc3)oc2C)CC1	0.6	-5.9	1.28	-0.7	-8.7	0.9	-1.4	-2.3
COc1ccccc1NS(=O)(=O)c1cc(NC(=S)NCC2CCCO2)ccc1C (configuration not stated)	-4.7	11.6	0.909	-3.4	10.9	0.1	4.6	-6.5
O=C(CSc1nnnn1-c1ccccc1)c1ccc(O)cc1O	-5.9	4.0	0.992	35.3	-9.9	2.2	3.8	-10.4
CCOC(=O)C1C(c2ccc3c(c2)OCO3)NC(=O)NC1(O)C(F)(F)F (configuration not stated)	-2.2	-4.0	1.88	7.1	-16.0	1.2	0.1	3.4
O=C(Cc1ccccc1)N1CCc2ccccc21	-1.5	2.4	1.02	7.0	-13.2	2.4	-1.8	2.2
S=c1[nH]nc(COc2ccccc2)n1/N=C/c1ccccc1Cl	-17.1	-0.2	0.918	23.1	13.1	1.4	-0.5	18.2
Cn1c(=O)cc(OCCCC(=O)NCCC2=CCCCC2)c2ccccc21	-5.6	-13.3	1.01	15.0	-9.6	-2.1	-0.5	3.8
CCn1c(=N)n(CC(O)c2ccco2)c2ccccc21 (configuration not stated)	-1.4	-10.2	1.07	-3.0	1.0	-8.6	-2.5	0.2

High-throughput results as filed in PubChem BioAssay.
